# Screening data: PubChem, National Center for Advancing Translational Sciences (NCATS)
# MLL CXXC-DNA inh: blocks binding of human MLL CXXC domain to DNA | Q03164 | MLL-CXXC / FITC-HOXA9 DNA fluorescence polarization | Potency, µM (titrated, usually from 115 µM), inactives show at the top dose activity change, negative = inhibition, most hits filed as inhibitors | 0.037% of 290,000 active | AID 2662; active = well fitted inhibition curve with a large enough effect in the polarisation, with a control signal flat, not every such curve was filed as active; inconclusive = small, poorly fitted or top-dose-only effect, or effect the other way, or a change in a side signal; inactive = no such curve, though single readings can be large or run the other way; the % refers to the polarisation; note: potency is the fitted concentration of half-maximal effect
#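 Fluorescence polarization: 7 uM MLL-CXXC (stock) preincubated 5 min with compounds, then 50 nM fluorescein-HOX-A9 DNA (stock) added; 30 min ambient. Buffer 50 mM Tris-HCl pH 7.5, 50 mM NaCl, 1 mM DTT, 0.05% BSA.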
# Integrin act MD: activators of alpha7 integrin expression for muscular dystrophy; alpha7betagal myoblasts, beta-gal FDG fluorescence, 48 h; Potency, µM (doses to about 38.3 µM), for inactives: top-dose activation, hits mostly activators; 0.064% of 350,000 active;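 note: potency is the fitted concentration of half-maximal effect; 100% = response of the positive control SU9516; nearly all actives have a fitted effect of over 60% in size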
#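 Alpha7betagal+/- myoblasts (passage 13) were plated 16-24 hr, then exposed to compounds (1:260 dilution of DMSO stock) for 48 hours at 37C. After MPER lysis, β-galactosidase reporter activity was read as FDG fluorescence (ex 480/em 540) after 30 minutes.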
# p53 reactivation: re-activators of mutant p53; H1299 p53-A138V BP100-luciferase reporter, luminescence, 24 h; Potency, µM (titrated, usually from 92.2 µM), inactives show top-dose activity change, positive = activation, hits mostly activators; 0.063% of 320,000 active; note: potency is the fitted concentration of half-maximal effect; % of control where 0% means no effect; nearly all actives have a fitted effect of over 45% in size
#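 p53-null H1299 cells stably carrying temperature-sensitive p53-A138V and a BP100-luciferase reporter were pinned with compounds (4-point, 1:5 series) and held 24 hrs at 37 deg C. Luminescence was read 10 min after detection reagent.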
# B2AR arrestin: recruits beta-arrestin to the human beta2-adrenergic receptor; P07550; beta-arrestin recruitment to beta2AR, cell-based reporter; Potency, µM (top dose mostly 46.1 µM), without a hit: at the highest dose activation, most hits filed as activators; 0.02% of 330,000 active; AID 492947;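 note: potency is the fitted concentration of half-maximal effect; 0% = DMSO controls and full agonism = EC100 isoproterenol or metaproterenol; nearly all actives have a fitted effect of over 65% in size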
# Target sequence (P07550 whole entry, looked up): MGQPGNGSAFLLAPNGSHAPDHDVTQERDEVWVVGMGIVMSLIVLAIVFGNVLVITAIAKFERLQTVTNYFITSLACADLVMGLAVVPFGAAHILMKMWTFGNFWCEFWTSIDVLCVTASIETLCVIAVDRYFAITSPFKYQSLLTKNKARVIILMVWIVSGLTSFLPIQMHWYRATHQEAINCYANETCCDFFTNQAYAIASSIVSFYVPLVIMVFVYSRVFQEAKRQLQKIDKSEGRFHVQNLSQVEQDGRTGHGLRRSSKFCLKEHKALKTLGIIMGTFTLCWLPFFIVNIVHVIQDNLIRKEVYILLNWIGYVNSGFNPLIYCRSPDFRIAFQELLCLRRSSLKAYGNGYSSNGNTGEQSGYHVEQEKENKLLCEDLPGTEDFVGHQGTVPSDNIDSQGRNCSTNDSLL
# TRPV1 agonist: activates the human vanilloid receptor TRPV1. activation, % at 8.33 µM. TRPV1-expressing cells, Fluo-8 calcium influx, agonist mode. Q8NER1. 0.19% of 320,000 active. AID 540275; in the data active = activation above about 80%; inconclusive = between about 30% and that limit; note: 0% is about no effect
#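 Fluo-8 calcium influx in TRPV1-expressing cells, kinetic read (ex 480/em 520 nm). Compound added and read 3 min for agonist activity, followed by capsaicin at EC20 final and 2 min further read for enhancement.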
# BRCA1 expr up: BRCA1 expression activation | MCF7-BRCA1-FFLuc reporter, luminescence, 48 h; response scale: scaled: vehicle 0%, 10 µM genistein 100% | Potency, µM (top dose mostly 46.1 µM), without a hit: at the highest dose activation, most hits filed as activators | 1.1% of 380,000 active | AID 624202; note: potency is the fitted concentration of half-maximal effect; nearly all actives have a fitted effect of over 80% in size; some results filed as inactive show a strong effect at the top dose
#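 48 h compound treatment of MCF7-BRCA1-FFLuc cells (phenol-red free MEM, 37 °C), then 15 min with luciferase substrate and luminescence imaging.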
# TSG101-PTAP inh: blocks PTAP/TSG101 interaction to inhibit HIV-1 budding | Q99816 | Fluorescence polarization, FITC-PTAP peptide / Tsg101 binding | Potency, µM (series often up to 115 µM), for inactives: at the highest dose activity change, negative = inhibition, actives largely listed as inhibitors | 340,000 tested, under 10 active | AID 493005; active = well fitted inhibition curve with a large enough effect in the main read-out, with a control signal flat, not every such curve was filed as active; inconclusive = small, poorly fitted or top-dose-only effect, or effect the other way, or a change in a side signal; inactive = no such curve, though single readings can be large or run the other way; note: potency is the fitted concentration of half-maximal effect; % of control where 0% means no effect
# Target sequence (Q99816 whole entry, looked up): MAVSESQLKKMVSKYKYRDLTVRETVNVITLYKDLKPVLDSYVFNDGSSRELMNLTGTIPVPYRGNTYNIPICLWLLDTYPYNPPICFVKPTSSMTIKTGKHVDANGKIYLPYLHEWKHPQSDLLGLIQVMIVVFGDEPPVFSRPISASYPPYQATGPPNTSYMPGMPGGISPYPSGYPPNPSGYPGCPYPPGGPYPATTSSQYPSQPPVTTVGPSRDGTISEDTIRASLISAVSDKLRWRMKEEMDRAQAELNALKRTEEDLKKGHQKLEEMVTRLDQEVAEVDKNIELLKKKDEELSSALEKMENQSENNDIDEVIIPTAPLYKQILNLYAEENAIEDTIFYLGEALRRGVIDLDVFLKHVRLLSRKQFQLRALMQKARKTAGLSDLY
#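 Tsg101 binding domain (10 uM final) was mixed with compound and a FITC-labeled PTAP peptide (50 nM final) in HEPES pH 7.5 buffer with NaCl, Tween 20, EDTA and TCEP; fluorescence polarization was read after 20 min at r.t.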
# A-T KAP1 phos: potential ataxia-telangiectasia treatment; 0.19% of 320,000 active; AID 485349; […] A-T fibroblasts, KAP-1 phosphorylation AlphaLISA; neocarzinostatin DNA damage 30 min before lysis; Potency, µM (doses to about 57.5 µM), inactives show top-dose activation, hits mostly activators; note: potency is the fitted concentration of half-maximal effect; % of control where 0% means no effect; nearly all actives have a fitted effect of over 45% in size
#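 hTERT-immortalized A-T patient fibroblasts ([…]), 500 cells/well in OPTI-MEM, 1% FBS, got compounds for 60 min, then NCS for 30 min at 37C. Lysates were then assayed for phospho-KAP-1 by AlphaLISA (anti-pKAP1 donor, anti-KAP1 acceptor beads), 6 hr at 25C.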
# TCR act: T cell receptor activation. 330,000 tested, under 10 active. Potency, µM (series often up to 9.22 µM), for the others: top-dose activation of IL-2 secretion, usual class: activators. primary human leukocytes, anti-CD3, IL-2 HTRF, 48 h. AID 504894; note: % of control where 0% means no effect
#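 Primary human leukocytes receive a-CD3 beads and test compound and are incubated 48 hr. Secreted IL-2 is then assayed by HTRF, measuring 665nm acceptor emission after 320nm excitation of the europium donor.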
# ELG1 repair inh: ELG1-dependent DNA repair inhibition; HEK293T ELG1-luciferase reporter, luminescence, 16 h; DNA damage induced by 5-fluorouridine; Potency, µM (doses to about 46.1 µM), for the others: at the highest dose activity change, negative = inhibition, hits mostly inhibitors; 2.3% of 330,000 active; AID 504467; note: potency is the fitted concentration of half-maximal effect; % is set by controls: 0 for no effect and ±100 for the full control effect; nearly all actives have a fitted effect of over 55% in size
#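 Step one: seed 2,000 cells per well. Step two: pin-transfer compound or DMSO alongside 5-fluorouridine. Step three: incubate 16 hr, 37 °C, 5% CO2. Step four: add ONE-Glo, wait 30 min, read luminescence.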
# Starred values were filed as active, the others as inactive; ? = inconclusive; · = not tested or not shown; [ ] = another dose, or the depositor's remark. Unless noted, calls come from the whole dose curve; as a rule, active = well fitted curve in the direction sought with a large enough effect; inconclusive = small, poorly fitted or top-dose-only effect, or another doubt; inactive = no such curve, though single readings can be large; an effect the other way counts as inactive or inconclusive.
(1) O=C(O)c1ccc(OCCn2ccnc2)cc1
(2) CCN(CC)C(=O)CCc1nnc(Cc2cccc(C(F)(F)F)c2)o1
(3) O=C(O)C/C(=C\c1cc(Br)cs1)c1nc2ccccc2o1
(4) O=C(Cc1ccc(Cl)cc1)Nc1nc2ccccc2[nH]1
(5) COc1ccccc1-c1n[nH]c(=S)o1
(6) COc1cc2sc3ccc(C#CC4(O)CCCCC4)cc3c(=O)c2cc1OC
(7) Nc1nnc(-c2cc3c(ccc4ccccc43)oc2=O)s1
(8) Cc1ccc2nc(N3C(=O)C(O)=C(C(=O)c4ccco4)C3c3cccs3)sc2c1 (stereo not given)
Screen / compound no.	1	2	3	4	5	6	7	8
A-T KAP1 phos	5%	-3%	-7%	1%	10%	·	26%	-5%
p53 reactivation	8%	7%	8%	3%	16%	·	3%	?
MLL CXXC-DNA inh	7%	?	-9%	5%	4%	·	-27%	-5%
TRPV1 agonist	-8	-4	0	0	-2	·	19	-5
Integrin act MD	·	6%	0%	11%	34%	35%	·	-13%
BRCA1 expr up	14%	10µM*	-23%	3%	-8%	?	·	48%
TCR act	16%	1%	0%	0%	5%	-5%	·	-9%
B2AR arrestin	-1.4%	-0.6%	-0.2%	-0.1%	-0.5%	·	0.1%	-0.9%
TSG101-PTAP inh	0%	-2%	-1%	-7%	-4%	-11%	·	-8%
ELG1 repair inh	11%	-1%	-3%	?	2%	·	4%	?

(9) Cn1c(-c2cccc(Br)c2)n[nH]c1=O
(10) O=C(O)c1ccc(CNC(=O)c2ccc3c(c2)C(=O)N(Cc2cccnc2)C3=O)cc1
(11) Cc1[nH]c(=O)c(C#N)c2c1CSC(C)(C)C2
(12) O=C1CCCN1c1ccc(S(=O)(=O)NCCOc2ccccc2)cc1
(13) CCN1CCN(C(=O)c2ccc3nc(-c4ccccc4)c(-c4ccccc4)nc3c2)CC1
(14) C=C1[C@@H](O)[C@@H]2O[C@]3(CC[C@H](/C=C/[C@@H](C)[C@@H]4CC(C)=CC5(O[C@H](C[C@@](C)(O)C(=O)OC)CC[C@H]5O)O4)O3)CC[C@H]2O[C@@H]1[C@@H](O)C[C@H](C)[C@H]1OC2(CCCCO2)CC[C@H]1C (stereo not given in full)
(15) C=CC[C@H](CC(=O)N(CCO)Cc1ccccc1)C(=O)N[C@H](COC(=O)[C@@H](CC=C)CC(=O)OC(C)(C)C)Cc1c[nH]c2ccccc12
(16) O=C(COC(=O)/C=C/c1ccc(OC(F)F)cc1)Nc1ccc(N2CCOCC2)cc1
Screen / compound no.	9	10	11	12	13	14	15	16
A-T KAP1 phos	2%	-4%	5%	·	-11%	2%	1%	-7%
p53 reactivation	-2%	8%	1%	-4%	-2%	25%	1%	1%
MLL CXXC-DNA inh	-6%	54%	-5%	-2%	17%	·	·	·
TRPV1 agonist	0	-3	-1	-1	2	·	·	10
Integrin act MD	8%	25%	18%	8%	-19%	-43%[inhibitor]	-39%	-26%
BRCA1 expr up	-18%	15%	-20%	-2%	-19%	?	-40%	-4%
TCR act	1%	-5%	·	-10%[46.1 µM]	2%	-1%	1%	-8%
B2AR arrestin	-1.8%	-0.4%	0.1%	0.3%	0.4%	-0.8%	0.1%	-0.2%
TSG101-PTAP inh	2%	-5%	-1%	3%	1%	-11%	·	-1%
ELG1 repair inh	?	-8%	29%	?	-3%	?	?	16%

# Structures listed so far with bromine:
(3) O=C(O)C/C(=C\c1cc(Br)cs1)c1nc2ccccc2o1
(9) Cn1c(-c2cccc(Br)c2)n[nH]c1=O
Screen / compound no.	3	9
A-T KAP1 phos	-7%	2%
p53 reactivation	8%	-2%
MLL CXXC-DNA inh	-9%	-6%
TRPV1 agonist	0	0
Integrin act MD	0%	8%
BRCA1 expr up	-23%	-18%
TCR act	0%	1%
B2AR arrestin	-0.2%	-1.8%
TSG101-PTAP inh	-1%	2%
ELG1 repair inh	-3%	?

# Next entries follow.
(17) O=C(O)c1cc(O)ccc1NC(=O)C1CCCO1 (stereo not given)
(18) Cc1nnc(SCC(=O)N2CCN(c3ccccc3F)CC2)n1C1CC1
(19) Cc1ccc(-c2nnn(CC(=O)N(CC(=O)NCC3CCCO3)c3ccc(F)c(Cl)c3)n2)o1 (stereo not given)
(20) COC(=O)c1c(NC(NC(=O)c2ccccc2)(C(F)(F)F)C(F)(F)F)sc2c1CCN(C)C2
(21) O=C(CCN1CCN(Cc2ccccc2)CC1)NNC(=O)Nc1cccc(C(F)(F)F)c1
(22) O=S(=O)(c1ccc(OCC(O)CN2CCc3ccccc3C2)cc1)N1CCOCC1 (stereo not given)
(23) Cn1ncc(C#N)c1/N=C/N1CCCCC1
(24) COc1ccc(CC(=O)OCC(=O)NNC(=O)c2ccccc2)cc1
Screen / compound no.	17	18	19	20	21	22	23	24
A-T KAP1 phos	-8%	-1%	2%	0%	5%	-7%	3%	7%
p53 reactivation	·	-4%	-5%	-1%	-7%	-5%	-4%	1%
MLL CXXC-DNA inh	-10%	·	11%	-3%	12%	-1%	3%	·
TRPV1 agonist	1	0	7	2	5	2	2	·
Integrin act MD	12%	12%	7%[7.66 µM]	-1%	-14%	-1%	36%	?
BRCA1 expr up	2%	1%	-5%	-13%	3%	-3%	0%	15%
TCR act	3%	0%	0%	5%[46.1 µM]	-1%	2%	-8%	-3%
B2AR arrestin	-1.2%	-0.1%	0.3%	-0.7%	-0.4%	-0.8%	1.0%	-0.3%
TSG101-PTAP inh	-2%	0%	-8%	-1%	-3%	-2%	-1%	2%
ELG1 repair inh	-3%	15%	-7%	-22%	1%	10%	-15%	1%

(25) COc1ccc(/C=N/NC(=O)C(C)n2cnc3ccccc3c2=O)cc1 (stereo not given)
(26) O=c1c(-c2ccccc2)coc2cc(O)ccc12
(27) Cc1cccc(C(=O)Nc2ccc(NC(=O)CN3CCOCC3)cc2)c1
(28) CCOC(=O)CSC1=C(C#N)C(c2ccccc2OCC)C(C(=O)OCC)C(=O)N1 (stereo not given)
(29) O=C(O)CN(c1ccc2c(c1)OCCO2)S(=O)(=O)c1ccccc1
(30) CC1(C)OC(=O)C(C(c2ccccc2)C(C#N)C(N)=O)=C(O)O1 (stereo not given)
(31) COc1ccccc1C(=O)N(Cc1ccccc1)c1ccc(C)cc1
(32) Cc1ccc2nc(Cl)c(/C=N/n3c(C)nnc3C)cc2c1
Screen / compound no.	25	26	27	28	29	30	31	32
A-T KAP1 phos	6%	-1%	0%	-4%	5%	-5%	-10%	-7%
p53 reactivation	6%	26%	-4%	5%	4%	-7%	-11%	25%
MLL CXXC-DNA inh	13%	3%	0%	4%	0%	21%	0%	7%
TRPV1 agonist	0	-2	-2	1	1	-3	6	1
Integrin act MD	1%	-11%	-9%	15%	13%	8%	-16%	-47%[inhibitor]
BRCA1 expr up	-1%	13µM*	-17%	-22%	8%	1%	-40%	29%
TCR act	0%[46.1 µM]	-1%	5%	-10%	0%	-40%	7%	·
B2AR arrestin	0.0%	-0.5%	-0.1%	0.3%	-0.9%	-1.9%	0.0%	0.1%
TSG101-PTAP inh	0%	-3%	-4%	-9%	-9%	-3%	-1%	1%
ELG1 repair inh	?	?	-1%	0%	?	12%	15%	?

(33) C=C(C)Cn1c(COc2ccccc2)nnc1SCC(=O)O
(34) CN(Cc1ccccc1)C(=O)c1cccc(NC(=O)Cc2ccc(NC(=O)C3CCN(S(=O)(=O)c4cccc([N+](=O)[O-])c4)CC3)cc2)c1
(35) COc1ccc(Cn2c(=O)[nH]c3cc(OC)c(OC)cc3c2=O)cc1
(36) O=C(COC(=O)c1cc(S(=O)(=O)N2CCCC2)ccc1O)Nc1ccccc1Br
(37) COc1ccc(CNC(=O)CSC(=S)N2CCCC2)cc1
(38) COc1cccc(/C=C2\Oc3ccc(O)cc3C2=O)c1O
(39) Cn1nnnc1N=N/C(=N/Nc1ccccc1)c1ccccc1
(40) COc1ccc2c(c1)CCc1c-2n[nH]c1C(=O)NCCC(C)C
(41) CC1CCC2(CC1)C(Nc1cccc(Cl)c1)=NC(=S)N2CC#N (stereo not given)
Screen / compound no.	33	34	35	36	37	38	39	40	41
A-T KAP1 phos	-1%	·	17%	-4%	15%	-1%	-2%	12%	6%
p53 reactivation	17%	·	-1%	2%	11%	62%	?	?	?
MLL CXXC-DNA inh	-4%	·	12%	·	·	?	-10%	10%	-4%
TRPV1 agonist	-3	·	14	·	28	-2	?	9	0
Integrin act MD	0%	14%	-4%	12%	19%	-5%	-65%[inhibitor]	6%	-5%
BRCA1 expr up	15%	-18%	1%	-30%	2%	12%	-27%	?	-32%
TCR act	3%	-4%	1%	-12%	-5%	2%	5%	-1%	-2%[46.1 µM]
B2AR arrestin	-0.3%	·	-0.9%	0.0%	-0.4%	-0.3%	7.2%	0.1%	-0.7%
TSG101-PTAP inh	0%	0%	-2%	-3%	-4%	-1%	0%	-6%	-12%
ELG1 repair inh	-1%	·	3%	7%	25%	?	?	?	-26%
